hIAP inh: human IAP inhibition; purified IAP, CDP-Star luminescence, 30 min; 0.12% of 330,000 active; P09923; inhibition, % at 10 µM;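 active means inhibition reaching a set limit with compound at 10 µM in the primary screen, cut at about 35% in these data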;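 further: plate controls were DMSO wells with enzyme for no effect and no-enzyme buffer wells for full effect; values of inactives mirror those of a sister screen read the other way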
Target sequence (P09923 whole entry, looked up): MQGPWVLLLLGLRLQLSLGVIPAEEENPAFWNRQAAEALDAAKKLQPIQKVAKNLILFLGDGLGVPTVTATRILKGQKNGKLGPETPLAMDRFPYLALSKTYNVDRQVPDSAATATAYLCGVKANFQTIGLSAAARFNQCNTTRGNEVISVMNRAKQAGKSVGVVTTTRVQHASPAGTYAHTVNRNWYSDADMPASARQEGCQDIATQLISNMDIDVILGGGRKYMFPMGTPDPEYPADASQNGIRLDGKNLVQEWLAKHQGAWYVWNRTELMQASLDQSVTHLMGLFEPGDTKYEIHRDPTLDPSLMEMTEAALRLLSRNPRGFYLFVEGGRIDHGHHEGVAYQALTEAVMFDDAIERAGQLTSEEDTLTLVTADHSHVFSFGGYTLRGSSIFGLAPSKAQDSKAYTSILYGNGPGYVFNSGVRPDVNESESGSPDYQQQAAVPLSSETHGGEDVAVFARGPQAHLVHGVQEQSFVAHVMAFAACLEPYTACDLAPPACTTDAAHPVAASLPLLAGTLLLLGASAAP
PfG6PD inh: PfG6PD (Plasmodium falciparum) enzyme inhibition. PfGluPho enzyme, NADPH resazurin-diaphorase fluorescence. inhibition, % at 20 µM. 0.78% of 350,000 active. AID 504690;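 active means inhibition reaching at least a set limit at 20 µM in the primary screen, cut at about 59% in these data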;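 further: 0% = DMSO wells with substrate and 100% = DMSO wells lacking glucose-6-phosphate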
ATG4B inh: ATG4B (human) cysteine protease inhibition; ATG4B cleavage of LC3-PLA2, NBD-HPC fluorescence, 1 h; inhibition, % at 8.33 µM; AID 504462; Q9Y4P1; 0.51% of 340,000 active; in the data active means inhibition above about 40%
Target sequence (Q9Y4P1 whole entry, looked up): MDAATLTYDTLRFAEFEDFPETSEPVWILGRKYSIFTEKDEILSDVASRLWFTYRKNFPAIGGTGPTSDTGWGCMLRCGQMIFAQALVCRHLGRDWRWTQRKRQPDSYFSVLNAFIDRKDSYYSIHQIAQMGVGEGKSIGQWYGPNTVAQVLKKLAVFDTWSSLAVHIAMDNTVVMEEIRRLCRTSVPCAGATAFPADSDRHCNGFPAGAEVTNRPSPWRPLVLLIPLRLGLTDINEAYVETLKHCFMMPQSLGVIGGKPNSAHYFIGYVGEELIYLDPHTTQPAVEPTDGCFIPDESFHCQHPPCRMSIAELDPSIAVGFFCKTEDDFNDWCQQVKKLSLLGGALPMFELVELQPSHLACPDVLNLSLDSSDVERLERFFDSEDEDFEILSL
mIAP activ: mouse IAP activation; muIAP, CDP-Star luminescence, 30 min; stronger effect = higher value; 1 = vehicle-only enzyme signal, 0 = enzyme-free wells; activation factor at 10 µM; 0.24% of 330,000 active;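 active means activation factor of at least 2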; further: the source names both 10 and 20 µM as test concentration; values of inactives mirror those of a sister screen read the other way
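System: Mouse IAP enzyme | Also added: CDP-Star substrate | Dosing: Compounds dispensed in DMSO | Schedule: 30 min enzyme-substrate-compound incubation at room temperature | Technique: Chemiluminescence readout | Control set: DMSO-only wells and no-enzyme negative control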
hIAP activ: increases human intestinal alkaline phosphatase activity | P09923 | purified human IAP, CDP-Star luminescence, 30 min; stronger effect = higher value; 1 = vehicle-only enzyme, 0 = enzyme-free background | activation factor at 10 µM | 0.16% of 330,000 active;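 active means activation factor of the enzyme at least 2-fold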; further: the source names both 10 and 20 µM as test concentration; values of inactives mirror those of a sister screen read the other way
mIAP inh: blocks mouse intestinal alkaline phosphatase; purified mouse IAP, CDP-Star luminescence, 30 min; inhibition, % at 10 µM; 0.2% of 330,000 active; AID 2806;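 active means inhibition of at least 40% at 10 µM in the primary screen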;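 further: plate controls were DMSO with enzyme for no effect and no enzyme wells for full effect; values of inactives mirror those of a sister screen read the other way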
HKDC1 inh: inhibitors of human hexokinase HKDC1 | Q2TB90 | recombinant HKDC1, G6PDH/diaphorase resazurin coupled fluorescence | inhibition, % at 20 µM | 0.16% of 340,000 active;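 active means inhibition above about 35% when tested at 20 µM, limit read from the data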;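 further: plate controls were DMSO wells with enzyme for no effect and DMSO wells lacking enzyme for full effect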
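Material – in-house recombinant HK5 (HKDC1) enzyme · Quantity – HKDC1 at 5 µg/mL · Buffer or medium – pH 8.0 Tris buffer with 10 mM MgCl2 · Reagent – glucose with 1 mM ATP · Dosing – single 20 µM dose · Times – reaction time 90 min, room temperature, protected from light · Technique – resorufin fluorescence at 613 nm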
A3A deaminase: inhibitors of human APOBEC3A DNA deaminase | recombinant A3A, FAM/TAMRA ssDNA deamination fluorescence | inhibition, % at 20 µM | 0.41% of 330,000 active | AID 493011;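 active means at least 40% inhibition at 20 µM here, with at most 30% in a related deaminase screen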;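 further: plate controls were A3A with DMSO for no effect and wells lacking A3A enzyme for full effect; some results filed as inactive read as strong as hits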
* = called active by the depositor; · = not tested or not shown.

SMILES	hIAP inh	PfG6PD inh	ATG4B inh	mIAP activ	hIAP activ	mIAP inh	HKDC1 inh	A3A deaminase
CN(C)CCN1C(=O)C2C(C(=O)Nc3cc(Cl)cc(Cl)c3)C3C=CC2(O3)C1C(=O)NC1CCCCC1 (configuration not stated)	-16	-3	-6	1	1.2	-3	-3	6
O=C1CC(NS(=O)(=O)c2ccccc2)CN1c1ccc2c(c1)OCCO2 (configuration not stated)	4	11	-1	0.94	0.96	6	-7	-2
CCOc1ccc(N(CC(=O)Nc2ccc(C)c(F)c2)C2=NC3CS(=O)(=O)CC3S2)cc1 (configuration not stated)	-19	-5	9	1	1.2	0	0	-2
CCOC(=O)C1=C(c2ccccc2)N=C2SCC(=O)N2C1c1ccc(O)c(OC)c1 (configuration not stated)	-2	4	-46	0.98	1	2	-5	-7
Cc1ccnc(NC(=O)c2cccc(S(=O)(=O)N3CCCC3)c2)c1	-5	-2	-1	1	1.1	-3	1	-3
CC(NS(=O)(=O)/C=C/c1ccccc1)c1ccccc1 (configuration not stated)	-6	9	-13	0.94	1.1	6	-8	-1
CC(C)(C)NC(=O)C(Cc1ccccc1)N1C(=O)c2ccccc2C1=O (configuration not stated)	-32	9	-3	0.92	1.3	8	-6	2
CN=C1S/C(=C\c2cccn2-c2cccc(Br)c2)C(=O)N1C	-41	12	-13	0.95	1.4	5	1	-1
O=C1C=CC(=O)N1c1ccc(I)cc1Cl	-3	·	·	0.99	1	1	·	3
COc1ccc(NS(=O)(=O)c2ccc(NC(=O)C3CC3)cc2)cc1	-11	-16	-8	0.91	1.1	9	1	-1
Cc1noc(C)c1CSCC(=O)N(C)CC(=O)Nc1ccc(Cl)cc1	2	25	-7	0.94	0.97	6	-4	-4
O=S(=O)(c1cccc(-c2csc(-c3cccnc3)n2)c1)N1CCOCC1	8	15	-5	0.98	0.92	2	-5	2
COC(=O)c1ccc(NC(=O)CSc2nccn2CCc2ccccc2)cc1	-1	2	0	1	1	-2	-4	-1
c1ccc2c(c1)OCCc1c-2[nH]c2ccccc12	-7	22	2	1.1	1.1	-8	1	-3
CCN(CC)CCOC(=O)/C=C/c1ccccc1	-14	-5	4	1.1	1.1	-6	-8	-3
COc1ccccc1CNC(=O)C(=O)NCC1OCCCN1S(=O)(=O)c1ccc(F)cc1C (configuration not stated)	-14	5	-10	1	1.1	-3	1	1
O=C(NCc1cccc(F)c1)c1cccc2c1C(=O)c1ccc(N3CCOCC3)cc1S2(=O)=O	10	4	-2	0.9	0.9	10	-1	1
O=C(CNC(=O)C12CC3CC(CC(C3)C1)C2)N/N=C\c1ccccn1	1	-2	-8	1.1	0.99	-10	-1	-8
Cc1onc(-c2c(Cl)cccc2Cl)c1NC(=O)NNc1ccccn1	-10	-4	-9	1.1	1.1	-10	3	0
COc1ccccc1NC(=S)NNC(=O)c1cc(C)n(C)n1	12	-8	-8	0.83	0.88	17	0	1
O=C(CSc1ccccc1Cl)N1CCC(c2nc3ccccc3s2)CC1	10	13	25	1	0.9	-4	-2	-2
S=C(NCc1cccnc1)Nc1ccc(Cl)cc1	-21	-26	-12	1.1	1.2	-14	-3	-1
COc1ccc2cc(-c3ccon3)ccc2c1	9	10	-4	0.95	0.91	5	-5	-3
COc1ccc(C(=O)c2sc(Nc3cccc(OC)c3)c(C(=O)Nc3cccc(C)c3C)c2N)cc1	1	-14	1	0.93	0.99	7	-4	0
CCc1ccc(NC(=O)C(C)OC(=O)Cc2cc(OC)c(OC)c(OC)c2)cc1 (configuration not stated)	12	6	-6	1.2	0.88	-15	-2	-3
CC(C)(C)c1ccc(S(=O)(=O)Nc2ccccn2)cc1	2	2	7	1	0.98	-4	-10	-3
COc1cc(NC(=O)c2cccc(S(=O)(=O)N3CCCCC3)c2)cc(OC)c1OC	0	-2	-4	1.1	1	-9	5	-1
COC(=O)[C@]1(C)N[C@H](c2ccc(-c3ccccc3)cc2)[C@@H]2C(=O)N(C)C(=O)[C@@H]21	-6	11	-2	0.96	1.1	4	1	0
N#Cc1c(Nc2ccccc2)c(C=O)c[nH]c1=O	-1	8	-5	0.96	1	4	-2	2
COc1ccc(/C=N\NC(=O)/C(=C\Nc2nccc(C)n2)NC(=O)c2ccccc2)cc1	1	-12	-9	0.92	0.99	8	-10	3
CS(=O)(=O)N(CC(=O)NCCC1=CCCCC1)c1cccc([N+](=O)[O-])c1	-20	-9	-6	1.1	1.2	-6	-6	1
CC(C)(C)c1ccc(C(=O)NCCN2CCCC2)cc1	10	5	-4	0.97	0.9	3	-3	-1
CCNC(=O)C(=O)NCC1OCCCN1S(=O)(=O)c1ccc(F)cc1C (configuration not stated)	-8	-12	3	1	1.1	-4	-6	-3
O=C(CN(C(=O)c1ccc(Cl)cc1)N1C(=O)C2C3C=CC(C3)C2C1=O)c1cccs1 (configuration not stated)	-10	-8	-10	1.1	1.1	-7	-1	-6
CCN1CCN(CCC(=O)Nc2cc(OC)cc(OC)c2)CC1	-11	-5	-10	1	1.1	-3	4	0
CCC1=NC(c2ccc(OC)cc2OC)N(O)C1(C)C (configuration not stated)	2	8	-5	1	0.98	-3	6	3
O=C(NCc1cccs1)C(Cc1ccccc1)n1cccc1 (configuration not stated)	2	-8	-13	0.98	0.98	2	-1	-2
O=C(NCCCN1CCC(Cc2ccccc2)CC1)C1CCC(=O)N1C1CCCC1 (configuration not stated)	20	1	-3	1.2	0.8	-16	-9	-2
COc1cccc(NC(=O)c2cc(=O)c3ccccc3o2)c1	-2	1	2	0.96	1	4	-4	-2
Cc1ccc(N2CC(C(=O)Nc3nnc(SCC(=O)N4CCOCC4)s3)CC2=O)cc1 (configuration not stated)	13	0	-5	0.97	0.87	3	-3	-3
Cc1ccc(NC(=O)C(c2ccccc2)N(C)C)cc1Cl (configuration not stated)	-13	-8	2	1.4	1.1	-39	2	-4
COCCCNC(=O)c1ccc(Cn2c(=O)c3ccccc3n(Cc3ccccc3C)c2=O)cc1	4	-10	-18	1	0.95	-5	-3	-2
Cc1ccccc1CN(C)C(=O)c1ccc2ccccc2n1	14	11	-1	1	0.86	-4	-4	-3
Oc1ccc(Cl)cc1-c1cc(C(F)(F)C(F)F)nc(-c2ccccc2)n1	-14	-8	0	0.76	1.1	24	6	-3
CSc1nc(C)c2c(c1C#N)CCCC2	1	0	2	0.9	0.99	10	-5	-6
COc1ccccc1NS(=O)(=O)c1cc(NC(=S)NCCN2CCOCC2)ccc1N1CCOCC1	17	66*	-7	0.94	0.83	6	-7	-1
Cc1ccc(NC(=O)CN(C)C(=O)c2ccccn2)cc1	1	0	-1	0.99	0.99	1	-7	-3
Cc1ccc2c(NC(=O)C3CC3)cccc2n1	-10	8	-1	1.1	1.1	-14	-3	-5

PfG6PD inh, entries above that show a hit.
SMILES	hIAP inh	PfG6PD inh	ATG4B inh	mIAP activ	hIAP activ	mIAP inh	HKDC1 inh	A3A deaminase
COc1ccccc1NS(=O)(=O)c1cc(NC(=S)NCCN2CCOCC2)ccc1N1CCOCC1	17	66*	-7	0.94	0.83	6	-7	-1

Five compounds out of the list, ordered by SMILES length, low to high.
SMILES	hIAP inh	PfG6PD inh	ATG4B inh	mIAP activ	hIAP activ	mIAP inh	HKDC1 inh	A3A deaminase
CSc1nc(C)c2c(c1C#N)CCCC2	1	0	2	0.9	0.99	10	-5	-6
Cc1ccccc1CN(C)C(=O)c1ccc2ccccc2n1	14	11	-1	1	0.86	-4	-4	-3
Oc1ccc(Cl)cc1-c1cc(C(F)(F)C(F)F)nc(-c2ccccc2)n1	-14	-8	0	0.76	1.1	24	6	-3
Cc1ccc(N2CC(C(=O)Nc3nnc(SCC(=O)N4CCOCC4)s3)CC2=O)cc1 (configuration not stated)	13	0	-5	0.97	0.87	3	-3	-3
COCCCNC(=O)c1ccc(Cn2c(=O)c3ccccc3n(Cc3ccccc3C)c2=O)cc1	4	-10	-18	1	0.95	-5	-3	-2

Rewritten with values under each structure: part of the list above
Value order: hIAP inh	PfG6PD inh	ATG4B inh	mIAP activ	hIAP activ	mIAP inh	HKDC1 inh	A3A deaminase
O=C(NCc1cccs1)C(Cc1ccccc1)n1cccc1 (configuration not stated)
    2	-8	-13	0.98	0.98	2	-1	-2
O=C(NCCCN1CCC(Cc2ccccc2)CC1)C1CCC(=O)N1C1CCCC1 (configuration not stated)
    20	1	-3	1.2	0.8	-16	-9	-2
COc1cccc(NC(=O)c2cc(=O)c3ccccc3o2)c1
    -2	1	2	0.96	1	4	-4	-2
Cc1ccc(N2CC(C(=O)Nc3nnc(SCC(=O)N4CCOCC4)s3)CC2=O)cc1 (configuration not stated)
    13	0	-5	0.97	0.87	3	-3	-3
Cc1ccc(NC(=O)C(c2ccccc2)N(C)C)cc1Cl (configuration not stated)
    -13	-8	2	1.4	1.1	-39	2	-4

Going on with the list:
SMILES	hIAP inh	PfG6PD inh	ATG4B inh	mIAP activ	hIAP activ	mIAP inh	HKDC1 inh	A3A deaminase
CCOC(=O)C1=C(C)Nc2ccccc2N=C1NC(=O)c1cccc(S(=O)(=O)N(C)C)c1	-17	10	-7	0.96	1.2	4	-6	-3
O=C(Nc1ccccc1)Nc1nc2ccccc2s1	11	3	-13	1.2	0.89	-17	-1	0
O=C(COC(=O)C1CCN(c2ccc(C(F)(F)F)cn2)CC1)c1ccc(Cl)cc1	6	27	5	0.94	0.94	6	1	0
O=C(COC(=O)c1ccccn1)NCc1cccc(Cl)c1	12	6	3	0.99	0.88	1	-8	-1
Cc1nn(-c2ccccc2)c(Cl)c1C(=O)NCc1cccs1	2	-1	-11	1	0.98	-4	-8	5
O=C(CCCC(=O)c1ccccc1)NCCc1ccccc1F	9	2	-4	0.92	0.91	8	-5	-4
Cc1c(NC(=O)/C(C#N)=C/c2ccccc2)c(=O)n(-c2ccccc2)n1C	14	-7	6	1.1	0.86	-10	-4	3
O=C(C1CCCN(S(=O)(=O)c2cccnc2)C1)N1CCN(c2ccccn2)CC1 (configuration not stated)	2	4	-2	0.9	0.98	10	-5	-3
CCc1nonc1NC(=O)COc1ccc(Cl)c(C)c1	-47	-1	0	1	1.5	-1	4	-4
COC(=O)c1cc(NC(=O)C(C)c2ccc(CC(C)C)cc2)ccc1O (configuration not stated)	-2	12	6	1.1	1	-10	-3	-1
COc1ccc(CNC(=O)CN(C(=O)c2csnn2)c2cccc3c2CCCC3)cc1	5	-11	11	0.97	0.95	3	5	2
COc1ccccc1OCCSc1nc2ccccc2n1CC(N)=O	2	9	2	0.95	0.98	5	-4	-2

As entered above.
hIAP inh with `CCc1nonc1NC(=O)COc1ccc(Cl)c(C)c1` → -47
hIAP inh with `O=C(CCCC(=O)c1ccccc1)NCCc1ccccc1F` → 9

The list goes on:
SMILES	hIAP inh	PfG6PD inh	ATG4B inh	mIAP activ	hIAP activ	mIAP inh	HKDC1 inh	A3A deaminase
COc1ccccc1NC(=O)CN1CCOCC1	4	-8	-5	1.1	0.96	-9	-1	-2
Cc1nn(-c2ccccc2Cl)c2sc(C(=O)Nc3nnc(C4CC4)s3)cc12	-10	-5	-4	0.88	1.1	12	-6	-2
CCC(C)Nc1nc(OC)nc(N(C)C#N)n1 (configuration not stated)	-7	-17	-4	1.1	1.1	-7	6	-4
CC1CC1C(=O)N1CCN(S(=O)(=O)c2cc(C(F)(F)F)cc(C(F)(F)F)c2)CC1 (configuration not stated)	3	8	2	0.92	0.97	8	0	6

Source: PubChem BioAssay
